# Compound activity: PubChem BioAssay, ICCB-Longwood Screening Facility, Harvard Medical School
# PV pol inh = inhibitors of poliovirus RNA polymerase binding and polymerization; P03300; poliovirus polymerase elongation, fluorescence polarization; active compounds read low; % elongation, % (compound at 16.7 µg/mL); 150,000 compounds, 0.66% hits; AID 588519; in the data active = % elongation below about 90%; note: some results filed as inactive read as strong as hits
# Target sequence (P03300 1749-2209 limits assumed): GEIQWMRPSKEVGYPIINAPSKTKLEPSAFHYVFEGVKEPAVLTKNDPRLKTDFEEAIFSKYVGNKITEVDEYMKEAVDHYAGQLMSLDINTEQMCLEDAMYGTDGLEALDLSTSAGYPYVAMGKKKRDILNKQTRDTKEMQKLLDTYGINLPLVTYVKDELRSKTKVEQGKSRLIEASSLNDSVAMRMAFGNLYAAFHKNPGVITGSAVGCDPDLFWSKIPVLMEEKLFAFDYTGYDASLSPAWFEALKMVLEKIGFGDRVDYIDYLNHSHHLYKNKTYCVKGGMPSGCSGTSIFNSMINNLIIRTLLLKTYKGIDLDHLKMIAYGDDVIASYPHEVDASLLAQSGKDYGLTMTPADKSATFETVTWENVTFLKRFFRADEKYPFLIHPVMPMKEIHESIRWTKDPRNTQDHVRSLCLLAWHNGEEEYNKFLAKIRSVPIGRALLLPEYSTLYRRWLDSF
# PV pol inh FP z-score = second read-out of PV pol inh, no call of its own (marks repeat the call); z-score; measured here: FP z-score; hits read low
# * = called active by the depositor; & = joins results of further samples.
SMILES,PV pol inh,PV pol inh FP z-score
COc1ccc(-n2c(=O)c3c(C)c(C)sc3n(Cc3ccc(F)cc3)c2=O)c(OC)c1,103,-0.6
Cc1c(C(=O)Nc2ccccc2)csc1-c1ccccc1,102,-0.2
O=C(OCC(=O)N1CCCCC1)c1ccccc1Cc1ccccc1,102,0.3
CC1CCCCN1C(=O)CN1C(=O)CC(c2ccccc2)=Nc2ccccc21 (centres undefined),103,0.5
CCCC(=O)N1N=C(c2ccc(C)cc2)OC1c1ccc(OC)cc1 (centres undefined),100,-0.2
O=C(C1CCCN1S(=O)(=O)c1ccc(Cl)c(Cl)c1)N1CCOCC1 (centres undefined),104,0
Cc1ccc(NC(=S)N(Cc2cccc(C)c2)c2ccccn2)cc1,101,-0.2
Cc1ccc2[nH]cc(S(=O)(=O)c3ccc(C)c(C)c3)c(=O)c2c1,99,-0.7
COc1cccc(CN2CCC(N3CCCCC3)CC2)c1,102,0.8
Brc1ccc(CN2CCc3nc(N4CCN(c5ncccn5)CC4)ncc3C2)cc1,96,-1.5
COc1cccc(NCc2nnc(SCC(=O)c3ccc[nH]3)n2C2CCCCC2)c1,105,0.1
CCCC(=O)N(CC)c1ccccc1C,98,-0.5
CC12CCC(=O)N1C(C(=O)OCc1nc3ccccc3c(=O)n1CC#N)CS2 (centres undefined),128,4.4
CN(C)C(=S)Nc1ccc(Cc2ccncc2)cc1,98,-0.5
CC1C(=O)OC(c2ccccc2)C(C)(C)C1=O (centres undefined),102,0.4
O=C(NCc1ccc2[nH]c3c(c2c1)CCCC3)c1ccc(F)c(F)c1,102,0
COc1ccc(CNC(=O)CCC(=O)N2CC3CCCN3c3ccccc32)c(OC)c1 (centres undefined),103,-0.2
Cc1cccc(-n2c(=O)c3c4c(sc3n3c(C)nnc23)CCCC4)c1,101&100,-0.7&-0.6
COc1ccc(NC(=O)c2c(NCc3cccs3)sc3c2CCCCC3)cc1,109,0.9
C[C@H](NS(=O)(=O)c1cccc2nsnc12)C(=O)OCc1ccccc1,108,0.5
CC(C)CC(=O)Nc1ccccc1C(F)(F)F,102,0.3
O=C1CN(c2ccc(OC(F)(F)F)cc2)C(=O)CN1Cc1ccc2c(c1)OCO2,100,-0.4
CCOc1ccc(NC(=O)CSc2c3c(nc4ccccc24)CCCC3)cc1,108,0.6
CSc1ccc(C2c3c(oc4ccccc4c3=O)C(=O)N2CCCN2CCOCC2)cc1 (centres undefined),104,0
CCC(CC)C(=O)Nc1ccc2nc(SCC(=O)N3CCc4ccccc43)sc2c1,102,-1.2

# The last 4 records of the section above come first, to join the parts:
SMILES,PV pol inh,PV pol inh FP z-score
O=C1CN(c2ccc(OC(F)(F)F)cc2)C(=O)CN1Cc1ccc2c(c1)OCO2,100,-0.4
CCOc1ccc(NC(=O)CSc2c3c(nc4ccccc24)CCCC3)cc1,108,0.6
CSc1ccc(C2c3c(oc4ccccc4c3=O)C(=O)N2CCCN2CCOCC2)cc1 (centres undefined),104,0
CCC(CC)C(=O)Nc1ccc2nc(SCC(=O)N3CCc4ccccc43)sc2c1,102,-1.2
O=C(CCc1nc2cccnc2n1-c1ccccc1)Nc1cccc(-c2ccno2)c1,102,0.4
CCOC(=O)c1cccc(NS(=O)(=O)c2ccc3[nH]c4c(c3c2)CCCC4)c1,103,-0.5
O=C(CN1C(=O)c2ccccc2C1=O)c1ccc(Cl)cc1,6.0*,-8.4*
Cc1cc(NC(=O)COCc2cc(-c3ccc(F)cc3)on2)n(-c2ccccc2)n1,104,1
CSc1nn(-c2ccccc2)c(NC(=O)COc2cccc3c2OC(C)(C)C3)c1C#N,100,-0.1
COc1ccc(-c2ccc(-c3noc(-c4ccccc4F)n3)c(OC)n2)cc1,101,0.4
CN(Cc1nc2cc(C(F)(F)F)ccc2c(=O)[nH]1)C1CCCCC1,101,-0.2
O=C(CSc1nnc(Nc2ccccc2)s1)NCC1CCCO1 (centres undefined),104,0.2
CC(C)C(=O)Nc1nnc(S(=O)(=O)N(C)Cc2ccc(F)cc2)s1,111,0.9
CCOc1ccccc1C1CC(=O)Nc2c1c(=O)n(C)c1ncnn21 (centres undefined),98,-1.9
Cc1ccc(C)c(CN2C(=O)c3ccccc3S(=O)c3ccc(C(=O)NCc4ccco4)cc32)c1 (centres undefined),102,-0.5
CS(=O)(=O)N(CC(=O)N1CCCCCC1)c1cc(Cl)cc(Cl)c1,101,-0.1
CCc1ccc(S(=O)(=O)c2cn(C)c3cc(N4CCCCC4C)c(F)cc3c2=O)cc1 (centres undefined),105,-0.5
CNCc1cnn(-c2ccccc2)c1,104,0.4
S=c1n(CN2CCOCC2)nnn1C1CCCCC1,96,-0.7
COC(=O)c1cc(OCC(=O)Nc2cccc3nsnc23)cc(C(=O)OC)c1,106,0.5
CC1(C)CC(=O)C2=C(C1)Nc1ccccc1N1C(=O)c3ccccc3C21 (centres undefined),103,0.6
CC(C)(C)C1CCc2c(sc(NC(=O)c3cc4ccccc4c(=O)o3)c2C(N)=O)C1 (centres undefined),106,0.2
CCC(C)Sc1nnc(N)s1 (centres undefined),101,-0.4
Cc1ccc(NC(=O)CSc2nc3nccnc3c(=O)n2CCc2c[nH]c3ccccc23)cc1C,100,-1.1
COc1ccc(C(CC(=O)c2ccccc2)CC(=O)c2ccccc2)cc1,102,0
CC1CCC(C(C)C)C(OC(=O)COC(=O)c2cc(S(=O)(=O)N3CCOCC3)ccc2O)C1 (centres undefined),101,0
COc1cccc(CNC(=O)CC2C(=O)Nc3c2c(=O)n(C)c(=O)n3Cc2ccccc2)c1 (centres undefined),108,1
Cc1nc(SCCN)n[nH]1,102,0.1
CCCn1c(NCc2sccc2C)nc2ccccc21,101,-0.4
# (listing goes on)
SMILES,PV pol inh,PV pol inh FP z-score
COc1cccc(-c2nc(CS(=O)(=O)CC(=O)NCCc3ccc(OC)cc3OC)c(C)o2)c1,105,0
Cn1c(=O)oc2cc(S(=O)(=O)NCCC(=O)NCc3ccc(F)cc3)ccc21,107,0.7
Cc1ccc(NCC(=O)c2ccc(-n3nncc3-c3ccccc3)cc2)cc1,103,0.4
CCc1c(C)sc(NC(=O)c2cc3nc(-c4ccc(OC)cc4)cc(C(F)(F)F)n3n2)c1C(=O)OC,108,1
Cc1ccc(S(=O)(=O)c2cn(CC(=O)Nc3ccc4c(c3)OCO4)c3ccc(C)cc3c2=O)cc1,108,0.2
Cc1cccc(Cn2cccc2CNS(=O)(=O)c2ccc(Br)cc2)c1,112,1.2
Cc1ccc2nc(-c3ccc4c(c3)NC(=O)CO4)cn2c1,97,-0.5
COc1ccc(-c2cc3ccc(O)c(CN4CCN(CCO)CC4)c3oc2=O)cc1OC,104,-0.7
CC1=C(C(=O)Nc2ccc(C(=O)N3CCCCCC3)cc2)SCCO1,101,-0.4
CS(=O)(=O)N1CCN(C(=O)C2c3ccccc3Oc3ccccc32)CC1,97,-0.4
CC(C(O)c1ccccc1)N(C)S(=O)(=O)c1cccs1 (centres undefined),103,0
CC1CCC(C(C)C)C(OP(N)(=O)c2ccc(N(C)C)cc2)C1 (centres undefined),100,-0.3
Cc1sc2nc3n(c(=O)c2c1C)CCCS3,100,-0.5
CC1(C)CC2CC(C)(CN2C(=O)COc2ncnc3ccccc23)C1 (centres undefined),105,0.3
Cc1cc(C)nc(SCC(=O)n2c(C)c(C)c3ccccc32)n1,100,-0.6
COc1ccc(OCCN2CCN(C(=O)c3c(C)nn(-c4ccc(F)cc4)c3C)CC2)cc1,102,-0.1
CCOc1ccccc1CNS(=O)(=O)c1ccc2c(c1)CCCN2C(C)=O,113,1.3
Cc1[nH]c(=S)[nH]c(=O)c1Oc1ccc(=O)[nH]n1,101,-0.2
Cc1ccc(S(=O)(=O)NC23CC4CC(C2)CC(C(=O)O)(C4)C3)cc1,103,0.1
Cc1ccc(-n2c(C)cc(C=C3C(=O)c4ccccc4C3=O)c2C)cc1,95,-2.2
O=C(CNCC1CCCCC1)Nc1cccc(F)c1,101,-0.2
O=S(=O)(Nc1ccccc1Cl)c1ccc2[nH]c(=S)oc2c1,102,0.3
COC(=O)c1ccccc1NC(=O)Cn1c(CCC(=O)O)ccc1-c1cccs1,105,-0.4
O=C1/C(=C/c2ccncc2)CCc2ccccc21,100,-0.1
Cn1nnc2c(N3CCN(c4ccccc4)CC3)ncnc21,99,-1.7
# The list goes on.
SMILES,PV pol inh,PV pol inh FP z-score
O=C(CCN1c2ccccc2Sc2ccccc21)OCc1nnc(-c2ccccc2)o1,101,-0.2
COc1ccc(NC(=O)CN(C)C(=O)C2CC(=O)N(c3cccc(C)c3C)C2)cc1 (centres undefined),110,1
O=C1NC(c2cc3c(cc2Br)OCO3)Oc2ccccc21 (centres undefined),101,0.3
Cc1ccccc1NCC1SC(=S)NC1=O (centres undefined),123,2.9
O=C(CCNc1ccccc1)n1c(=O)oc2ccccc21,103,-0.2
COc1cc2nc[nH]c(=O)c2cc1OC,104,0.2
CC1(C)Cc2c(c(N3CCOCC3)nc3sc4c(=O)[nH]cnc4c23)CS1,100,-0.6
COc1ccc(/C=c2\s/c(=C(/C#N)C(=O)Nc3cccc(C(F)(F)F)c3)n(Cc3ccco3)c2=O)c(OC)c1OC,135,4.4
CCOc1ccc(CCNC(=O)c2ccc(-n3c(C)cc4c3CCCC4)cc2)cc1OCC,109,-0.2
COc1ccc(COc2ncnc3ccccc23)cc1F,102,-0.4
N#CCCS(=O)(=O)c1ccccc1,101,0
CCn1cc(C(=O)NC2CCCCC2)c(=O)c2ccc(C)nc21,106,1.2
CCOc1ccc2nc(SCc3c(F)c(F)c(F)c(F)c3F)[nH]c2c1,106,0.5
COCCCNc1nc(CC(C)C)nc2c1nnn2Cc1ccccc1,107,1.7
CN(C)c1cc[n+](Cc2ccccc2)cc1,101,-0.3
CCn1c(=N)n(CC(=O)c2ccc(C)cc2)c2ccccc21,101,-0.1
CN(C(=O)c1cccc(S(=O)(=O)N2CCCC2)c1)C1CCCCC1,101,-0.5
COCC(=O)N1CCN(c2cccc(Cl)c2)CC1,100,0.1
CCc1ccc(NC(=O)Cn2c(C(=O)OC)cc3oc4ccccc4c32)cc1,104,0.7
COC(=O)c1c(COC(=O)c2cc(S(=O)(=O)N(C)C)ccc2N2CCOCC2)nc2ccccc2c1C,97,-0.7
CCOC(CCn1c(SCC(=O)NC2CCCCC2)nc2ccccc2c1=O)OCC,100,-0.2
Cc1ccc(C(=O)c2cn(CC(=O)Nc3ccc4c(c3)OCCO4)c3nc(C)ccc3c2=O)cc1,111,0.5
Cc1ccccc1C1NC(=O)Cc2ccccc21 (centres undefined),100,0
CC(C)CC[n+]1[nH]ccc1N,108,0.8
CC(C)NC(=O)Cn1cc(C(=O)C(C)(C)C)c2ccccc21,103,0.4
# Carrying on.
SMILES,PV pol inh,PV pol inh FP z-score
CC1CCc2c(sc3nnn(CC(=O)Nc4c(C(C)C)cccc4C(C)C)c(=O)c23)C1 (centres undefined),107,0.4
Nc1nc(-c2ccc3c(c2)CCCC3)cs1,101,0
COC(=O)[C@H](CC(N)=O)NC(C)=O,103,0.5
CCOC(=O)c1c(C)[nH]c(C)c1S(=O)(=O)N1CCC(C(=O)NCc2ccc(C)cc2)CC1,107,0
CON(C)c1nc(Cl)nc(N(C)C)n1,103,0.5
O=C1c2cccnc2C(=O)N1Cc1ccc(S(=O)(=O)N2CCCN(Cc3ccc(F)cc3)C2)cc1,105,1.1
O=C1CS/C(=N\N=C\c2ccccc2Cl)N1CC1CC1,103,0.3
Cc1cccc(-c2nc3cc(NC(=O)c4cccc(F)c4)ccc3o2)c1,100,-0.4
CC(NC(=O)C1CCN(C(=O)c2cc3sccc3n2Cc2ccc(F)cc2)CC1)c1ccccc1 (centres undefined),102,-0.6
COc1ccc(CNC(=O)C2(c3cccs3)CCOCC2)cc1,103,-0.9
Cc1cc2nc(NC3CCS(=O)(=O)C3)c3ccccc3n2n1 (centres undefined),96,-0.5
N=c1oc2ccc3ccccc3c2cc1-c1nnc2n1CCCCC2,95,-0.8
O=C(CN(c1ccc2c(c1)OCCO2)S(=O)(=O)c1ccccc1)NC1CC1,101,0
CCN(Cc1ccc(OC)c(F)c1)c1nc(C(F)(F)F)nc2ccccc12,102,0.1
NC(=O)C1CCN(C(=O)Nc2cc3ccccc3s2)CC1,105,0.4
CC12CC(c3ccccc3O1)C(C(=O)O)C(=O)N2CCc1ccc(S(N)(=O)=O)cc1 (centres undefined),103,0.7
CCOC(=O)Cc1nn(Cc2nc(-c3ccccc3)cs2)c(=O)c2ccccc12,98,-1
O=C(NCCc1ccccc1F)c1ccc2ccccc2c1,103,0.8
COc1cc(CNCc2cccnc2)ccc1OCC(N)=O,98,-0.9
CCOC(=O)N1CCN(C(=O)c2ccc(CNS(=O)(=O)c3ccc(NC(C)=O)cc3)cc2)CC1,101,-0.5
N#Cc1cc2c(cc1C#N)Oc1ccccc1O2,99,-0.6

# Whole records, looked up by structure. Order of values: PV pol inh, PV pol inh FP z-score
# CC1CCc2c(sc3nnn(CC(=O)Nc4c(C(C)C)cccc4C(C)C)c(=O)c23)C1 (centres undefined) is entered as 107, 0.4
# N#Cc1cc2c(cc1C#N)Oc1ccccc1O2 is entered as 99, -0.6
# CCOC(=O)N1CCN(C(=O)c2ccc(CNS(=O)(=O)c3ccc(NC(C)=O)cc3)cc2)CC1 is entered as 101, -0.5
# CCOC(=O)Cc1nn(Cc2nc(-c3ccccc3)cs2)c(=O)c2ccccc12 is entered as 98, -1
# COc1cc(CNCc2cccnc2)ccc1OCC(N)=O is entered as 98, -0.9

# 3 entries picked at random from those above, as already listed:
SMILES,PV pol inh,PV pol inh FP z-score
COC(=O)c1c(COC(=O)c2cc(S(=O)(=O)N(C)C)ccc2N2CCOCC2)nc2ccccc2c1C,97,-0.7
COc1cc2nc[nH]c(=O)c2cc1OC,104,0.2
CCC(C)Sc1nnc(N)s1 (centres undefined),101,-0.4

# These rows are one share of the data, so the mix of outcomes need not match the whole.
